Pol beta inh: DNA polymerase beta (human) inhibition | P06746 | Pol beta primer extension/strand displacement, fluorescence kinetic | Potency, µM (series often up to 114 µM), inactives show at the top dose activity change, negative = inhibition, hits mostly inhibitors | 340,000 tested, 1.3% active; note: potency is the fitted concentration of half-maximal effect; % is set by controls: 0 for no effect and ±100 for the full control effect
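Kinetic readout of DNA synthesis with strand displacement by Pol beta. Compound and 10 nM enzyme sit 15 min at room temperature; 50 nM substrate starts the reaction, read immediately and at 10 min.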
Apoferritin bind: binds horse apoferritin like a general anesthetic | apoferritin/1-aminoanthracene competitive binding, fluorescence | Potency, µM (highest dose often 77.5 µM), inactives show at the top dose activity change, negative = displacement, usual class: inhibitors | 350,000 tested, 0.074% active | AID 485281; note: potency is the fitted concentration of half-maximal effect; % is set by controls: 0 for no effect and ±100 for the full control effect; nearly all actives have a fitted effect of over 20% in size
Target sequence (P02791 2-175 limits assumed): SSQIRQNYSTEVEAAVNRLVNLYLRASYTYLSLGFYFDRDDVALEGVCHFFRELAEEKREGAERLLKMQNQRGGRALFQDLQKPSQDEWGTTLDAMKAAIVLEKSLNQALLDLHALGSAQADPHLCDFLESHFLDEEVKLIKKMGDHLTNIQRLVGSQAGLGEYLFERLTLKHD
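Horse-spleen apoferritin (10 uM) was mixed with 50% saturated 1-aminoanthracene in PBS, exposed to compounds for 10 min at room temperature, and read for fluorescence (ex 380 nm, em 535 nm). Competitive displacement was fitted with a four-parameter Hill equation.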
RXFP1 antagonist: antagonists of human relaxin receptor RXFP1 | Q9HBX9 | HEK293-RXFP1, relaxin-stimulated cAMP HTRF, 30 min; hits give low values | activity change, negative = inhibition, % at 57.5 µM | 350,000 tested, 0.59% active;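 active = activity change of -60% or lower, but not beyond a set lower limit; inconclusive = change between -60% and -40%, or beyond the set limit; inactive = change above -40%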; note: % is set by controls: 0 for no effect and ±100 for the full control effect
Target sequence (Q9HBX9 whole entry, looked up): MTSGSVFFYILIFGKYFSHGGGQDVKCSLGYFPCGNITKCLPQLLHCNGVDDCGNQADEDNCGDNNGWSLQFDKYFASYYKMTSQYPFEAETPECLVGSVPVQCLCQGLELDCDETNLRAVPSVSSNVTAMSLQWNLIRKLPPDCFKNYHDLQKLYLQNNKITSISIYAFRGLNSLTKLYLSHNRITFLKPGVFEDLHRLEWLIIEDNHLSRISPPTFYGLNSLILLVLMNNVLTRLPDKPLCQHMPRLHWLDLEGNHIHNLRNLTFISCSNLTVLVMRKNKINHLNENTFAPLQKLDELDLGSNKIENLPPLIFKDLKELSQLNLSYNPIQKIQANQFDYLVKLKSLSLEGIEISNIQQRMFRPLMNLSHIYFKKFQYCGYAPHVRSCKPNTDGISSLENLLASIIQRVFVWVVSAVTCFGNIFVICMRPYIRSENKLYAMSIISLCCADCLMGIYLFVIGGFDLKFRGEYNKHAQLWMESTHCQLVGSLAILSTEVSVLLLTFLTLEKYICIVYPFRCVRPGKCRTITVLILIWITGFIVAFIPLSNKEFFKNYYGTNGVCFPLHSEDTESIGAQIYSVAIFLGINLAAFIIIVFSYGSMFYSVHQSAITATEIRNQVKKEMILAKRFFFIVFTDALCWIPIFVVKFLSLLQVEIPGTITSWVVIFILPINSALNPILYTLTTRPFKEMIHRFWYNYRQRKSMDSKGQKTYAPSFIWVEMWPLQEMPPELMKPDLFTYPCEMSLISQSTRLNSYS
BLM helicase inh: inhibitors of human Bloom syndrome helicase BLM | P54132 | recombinant BLM DNA unwinding, fluorescence dequenching | Potency, µM (titrated, usually from 56.1 µM), inactives show at the top dose activity change, negative = inhibition, actives largely listed as inhibitors | 350,000 tested, 0.2% active | AID 2528;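 note: potency is the fitted concentration of half-maximal effect; plate controls were vehicle for no effect and no enzyme for full effect; nearly all actives have a fitted effect of over 35% in size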
APEX1 inh: inhibitors of human APE1 endonuclease; P27695; recombinant APE1, TAMRA/BHQ-2 abasic DNA cleavage fluorescence; AID 2517; Potency, µM (top dose mostly 65.8 µM), inactives show at the top dose activity change, negative = inhibition, usual class: inhibitors; 350,000 tested, 0.35% active;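 note: potency is the fitted concentration of half-maximal effect; plate controls were vehicle for no effect and reference inhibitor for full effect; nearly all actives have a fitted effect of over 55% in size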
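Incision of a quenched TAMRA/BHQ-2 THF abasic-site duplex (50 nM) by 0.75 nM APE1, after 15 min compound preincubation, measured as fluorescence increase over three 60 s reads. Values normalized to buffer, DMSO and NSC13755 control wells.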
PGK inhibitor: blocks T. brucei phosphoglycerate kinase; P07378; PGK/GAPDH coupled, Kinase-Glo luminescence, 60 min; Potency, µM (highest dose often 57.5 µM), for the others: top-dose activity change, negative = inhibition, hits mostly inhibitors; 380,000 tested, 0.043% active; AID 602233; note: potency is the fitted concentration of half-maximal effect; % is set by controls: 0 for no effect and ±100 for the full control effect; nearly all actives have a fitted effect of over 60% in size
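Luminescent ATP detection (Kinase-Glo Plus) follows a 60-minute room-temperature incubation, with wells lacking PGK as controls. Buffer: 100 mM TEA (pH 7.6), 5 mM MgCl2, 0.01% Tween-20. Coupling enzyme GAPDH (100 nM final) supplies unstable 1,3-BPG in-well.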
Pol iota inh: blocks human DNA polymerase iota activity. Q9UNA4. Pol iota fluorescent replication assay, 10 min. Potency, µM (highest dose often 115 µM), for the others: at the top dose activity, negative = inhibition, most hits filed as inhibitors. 390,000 tested, 1% active; note: potency is the fitted concentration of half-maximal effect
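Fluorescent replication assay read twice, at 0 min and 10 min after adding 50 nM (final) substrate. Enzyme (10 nM) and compounds were first incubated 15 min at room temperature; enzyme-free buffer wells were negative controls.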
Pol kappa inh: inhibitors of human DNA polymerase kappa | Q9UBT6 | purified Pol kappa, fluorescent DNA synthesis assay, 10 min | Potency, µM (top dose mostly 107 µM), for inactives: at the top dose activity, negative = inhibition, actives largely listed as inhibitors | 400,000 tested, 0.53% active | AID 588579; note: potency is the fitted concentration of half-maximal effect; % is set by controls: 0 for no effect and ±100 for the full control effect
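Here, compound and 10 nM enzyme are combined for 15 min at room temperature; adding 50 nM substrate (final) starts DNA synthesis, tracked by fluorescence at 0 and 10 min against buffer-only wells.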
POLH inh: DNA polymerase eta (human) inhibition. 390,000 tested, 1.2% active. AID 588591. Potency, µM (highest dose often 114 µM), inactives show at the top dose activity change, negative = inhibition, hits mostly inhibitors. recombinant Pol eta, fluorescent DNA replication assay; note: potency is the fitted concentration of half-maximal effect; % is set by controls: 0 for no effect and ±100 for the full control effect
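Pol eta (10 nM) was preincubated with compounds for 15 min at room temperature, after which fluorescent replication substrate (50 nM final) was added to start the reaction. Fluorescence was read kinetically at 0 and 10 min.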
* hit, by the source's call; i = inactive; ? = inconclusive; / = no result given; [ ] = dose if it differs, or a comment. Unless noted, calls come from the whole dose curve; as a rule, active = well fitted curve in the direction sought with a large enough effect; inconclusive = small, poorly fitted or top-dose-only effect, or another doubt; inactive = no such curve, though single readings can be large; an effect the other way counts as inactive or inconclusive. Only part of the results is shown, so the mix of outcomes need not match the whole.

SMILES	Pol beta inh	Apoferritin bind	RXFP1 antagonist	BLM helicase inh	APEX1 inh	PGK inhibitor	Pol iota inh	Pol kappa inh	POLH inh
CC(C)(C)C1CCC(CN2CCC(CN3C(=O)C(=O)NC[C@@H]3Cc3ccccc3)CC2)CC1 (stereo not given in full)	/	/	/	/	/	-8%	-8%	-13%	-10%
COc1cccc(CN(C)CC(=O)NC(=O)NCc2ccccc2)c1	4%	-5%	-6	0%	-5%	2%	20%	-12%	-13%
COc1ccc(CNC(=O)C(c2ccccc2F)N(C(=O)c2csnn2)C2CC2)cc1 (stereo not given)	25%	-5%	-5	-6%	0%	-6%	-17%	-8%	-11%
Cc1c(C(=O)NC(C)c2ccccc2)sc2nc3n(c(=O)c12)CCCC3 (stereo not given)	-9%	-16%	-20	-2%	/	-4%	-1%	-9%	-5%
Cc1ccc(-c2ccc(/C=N/NC(=O)CN3CCCC3)o2)cc1Cl	3%	18µM*	-13	29%	-6%	-1%	-13%	0%	-8%
CC(C)CNC(=O)c1cccc2c1-c1ccccc1C2=O	?	1%	5	-5%	13%	12%	38%[activator]	-10%	-21%
CCOC(=O)C1CCCN(C2CC(=O)N(c3ccccc3)C2=O)C1 (stereo not given)	9%	0%	0	1%	10%	/	-8%	-6%	-5%
O=C(CC1C(=O)NCCN1Cc1ccc(-c2ccccc2)cc1)NCCCn1cccn1 (stereo not given)	2%	-17%	-2	0%	0%	-6%	-17%	-2%	2%
COc1ccc(Cl)cc1NC(=S)Nc1ccc(Cl)cn1	-1%	-3%	2	-3%	-4%	i	5%	4%	-17%
Cc1ccc(C(=O)Nc2ccon2)cc1S(=O)(=O)N1CCCC1	10%	-15%	-1	1%	3%	i	3%	-1%	-11%
ONCc1ccccc1	/	-4%	/	2%	-5%	/	/	8%[60.1 µM]	/
COc1ccccc1N1CCN(CC(=O)N2N=CCC2c2ccccc2)CC1 (stereo not given)	38%	-9%	-1	3%	-3%	/	-13%	-2%	5%
c1cc(Nc2ncnc3sccc23)cc(-c2nnc3n2CCCCC3)c1	-13%	0%	-9	3%	3%	-9%	-1%	-2%	-10%
Oc1ccc(/C=N/NC(=S)Nc2cccnc2)cc1O	?	-7%	1	-5%	?	-15%	3.5µM*	?	?
CCCC(=O)NC(c1ccc(N(C)C)cc1)c1ccc2cccnc2c1O (stereo not given)	10%	-16%	-31	-7%	15%	-5%	0%	-5%	-10%
Cc1sc2ncn(CC(=O)NCCCC(=O)N(C)Cc3ccccc3)c(=O)c2c1C	0%	-4%	-4	3%	36%[12.4 µM]	-6%	122%[activator]	-1%	-17%
COc1cc(SC)ccc1C(=O)N(C)Cc1ccccc1	-16%	?	-5	-2%	-3%	i	6%	-9%	-4%
CNC(=O)c1[nH]cnc1C(=O)Nc1cccc(OC)c1	33%	4%	-6	4%	-4%	-4%	9%	-15%	-1%
CSc1nc(Cl)cc(N(CCO)CCO)n1	?	-7%	3	-6%	0%	-6%	-19%	-8%	-20%
O=C(c1ccc(Cl)cc1)c1oc2ccccc2c1CS(=O)(=O)c1ccccc1	5%	-16%	-23	-2%	5%	-1%	11%[58.9 µM]	-5%	-11%
Cc1ccc(N2CC(C(=O)OCc3nc(N)nc(Nc4ccccc4C)n3)CC2=O)cc1 (stereo not given)	/	/	-5	/	19%	i	-16%	1%	-9%
COc1ccc(NCc2ccc3c(c2)OCO3)cc1Cl	-1%	?	2	-4%	-3%	-12%	-16%	-8%	-9%
CN(C)c1oc(-c2ccccc2Cl)nc1S(=O)(=O)c1ccccc1	37%	79%[activator]	/	-11%	-10%	1%	16%	-4%	-23%
CCOC(=O)CSc1nc2cc(C)ccc2cc1C#N	6%	-18%	20	-3%	0%	-5%	2%	-12%	1%
CC(=O)c1cccc(NC(=O)COC(=O)C2=COCCO2)c1	3%	-8%	6	-2%	1%	-8%	75%[activator]	-2%	-12%
O=C(NCCOCCO)C(=O)Nc1c2c(nn1-c1ccc(F)cc1)CSC2	-1%	-11%	3	-9%	/	-8%	13%	-8%[60.1 µM]	-1%
COc1ccc(CCC(C)N2CCC(CO)(Cc3ccccc3)CC2)cc1 (stereo not given)	-19%	-12%	-9	-5%	28%	-7%	22%	3%	-14%
CCOc1ccc(CCNC(=O)Cn2nnc(-c3ccc(OC)c(OC)c3)n2)cc1OCC	9%	-7%	/	-7%	/	8%	22%	-11%	-9%
CCOC(=O)c1ccc2c(c1)nc(SCC(=O)c1ccco1)n2CC	?	?	-4	-7%	-5%	-14%	-4%	-11%	?
Cc1cc(C)n2nc(SCN3C(=O)c4ccccc4C3=O)nc2n1	45µM*	-15%	7	-5%	-1%	-3%	?	-32%	-17%
CC1=C(C(=O)Nc2ccc(C)cc2C)C(c2cccs2)n2nc(SCc3cccc(C)c3)nc2N1 (stereo not given)	6%	3%	/	0%	/	2%	14%	0%	-7%
O=C(CSc1ncnc2[nH]ncc12)Nc1nc(-c2ccc(F)c(F)c2)cs1	?	-17%	-4	-11%	3%	0%	?	-12%	-5%
CC(=O)c1cc(-c2ccc(F)cc2)n(CCC(=O)NCc2ccc(C)cc2)c1C	8%	-12%	-19	0%	/	-2%	5%	-9%[60.1 µM]	3%
C/C(Cc1ccccc1)=N/NC(=O)CNC(=O)C(c1ccccc1)c1ccccc1	2%	-9%	-10	1%	-1%	-7%	-12%	10%	-10%
CCC(=O)OCC(=O)[C@@]1(OC(=O)CC)[C@@H](C)C[C@H]2[C@@H]3CCC4=CC(=O)C=C[C@]4(C)[C@@]3(Cl)[C@@H](O)C[C@@]21C	/	/	/	/	-19%	6%	-11%	-12%	-20%
COCCN1Cc2cccc(C(=O)Nc3c(C)cccc3C)c2C1=O	2%	-15%	9	0%	-2%	9%	2%	-9%	-2%
Cc1ccc(S(=O)(=O)N2CCCOC2CNC(=O)C(=O)NC2CCCC2)cc1 (stereo not given)	21%	-8%	3	-1%	-10%	5%	26%	-8%	-16%
CCc1nc(Nc2ccc(F)cc2)c2oc3ccccc3c2n1	19%	-8%	-11	-7%	-1%	6%	?	-3%[60.1 µM]	-19%
C=C1c2cc(C)ccc2NC(=O)N1c1ccccc1	22%	-8%	-14	-5%	-10%	-1%	100%[activator]	-5%	-17%
COc1ccc(S(=O)(=O)Oc2cccc(/C=N/N=C3/NC(=O)C(CC(=O)O)S3)c2)cc1 (stereo not given)	0%	-1%	-11	1%	-4%	-7%	?	-7%	-17%
Cc1cccc(NCC(=O)N/N=C\c2c[nH]c3ccccc23)c1	-16%	?	-6	-15%	4%	i	42%[activator]	-3%	-17%
Cc1ccc(NC(=O)CCC(=O)NNC(=O)c2ccco2)cc1C	34%	-13%	12	-3%	-2%	0%	-7%	-1%	-5%
CCOc1ccc(-n2nc3ccc(NC(=O)Cc4ccccc4)cc3n2)cc1	0%	3%	-3	-4%	/	1%	-1%	-12%	-12%
Cc1cc(C)cc(-n2c(C)c3c(C)nnc(C)c3c2C)c1	-2%	-19%	3	1%	-3%	-10%	14%	-10%	-5%
CC1CN(C(=O)CCCN2C(=O)c3ccccc3C2=O)CC(C)O1 (stereo not given)	20%	-4%	3	-8%	11%	i	-6%	8%	-9%
Oc1cccc(Oc2ncc(C(F)(F)F)cc2Cl)c1	15%	?	10	-6%	0%	i	30%[activator]	-8%	-22%
COc1ccc(/C=C/C(=O)NC(=S)NNC(=O)c2cccnc2)cc1	-25%	-13%	8	-6%	2%	i	21%	-2%	-4%
Cc1nc(NC(=O)C23CC4CC(CC(C4)C2)C3)sc1Cc1ccc2c(c1)OCO2	9%[57.1 µM]	-12%	-15	-6%	2%	-2%	13%	-8%	-2%
Cc1ccccc1-c1nc(C#N)c(N2CCCCC2)o1	3%	4%	-7	-7%	34%	i	60%[activator]	-4%	1%
COc1ccccc1C(=O)NNC(=O)c1ccncc1	5%	-3%	8	-3%	7%	-1%	29%	-5%	?
COc1ccc(OC)c(-n2nnc(-c3nc(-c4cc(OC)c(OC)c(OC)c4)no3)c2C)c1	?	4%	-1	-6%	/	/	-10%	-4%	/
CCC12CN3CC(CC)(CN(C1)C3c1c(O)ccc3ccccc13)C2=O (stereo not given)	8%	-8%	/	-9%	12%	3%	30%[activator]	-4%	-9%
O=S(=O)(NCc1ccco1)N1CCOCC1	5%	-6%	-2	-1%	-1%	0%	1%	-4%	-12%
O=C(c1ccc([N+](=O)[O-])cc1)N1CCSC1c1cccc(Cl)c1 (stereo not given)	1%	?	9	-6%	4%	-5%	20%	-9%	-1%
Cc1cc(C(=O)Nc2c(F)cc(F)cc2Br)no1	0%	-11%	4	-2%	1%	-5%	13%	-10%	-2%
CCSc1ncc(Cl)c(C(=O)N(Cc2ccccc2)Cc2ccco2)n1	-11%	?	-8	-5%	/	/	23%	0%	/
Cc1cc(C)cc(NC(=O)Cn2c(=O)n(CC(=O)NCCc3ccccc3)c(=O)c3ccccc32)c1	-1%	-3%	/	0%	/	-7%	-21%	0%	-4%
CC(C)C[C@H]1CN([C@@H](Cc2ccc(O)cc2)CN2CCC[C@@H]2CN2C(=O)C(=O)NC[C@@H]2Cc2ccccc2)C(=O)C(=O)N1CC1CCCCCC1	/	/	/	/	/	0%	?	-8%	-8%
COc1ccc(C2/C=C\CN(S(=O)(=O)c3ccc(C)cc3)C(C)C(=O)N2Cc2ccc(F)cc2)cc1 (stereo not given)	/	73%[activator]	/	-6%	-10%	/	13%	-4%	/
O=C(CN1C(=O)NC2(CCCCCCC2)C1=O)NCc1ccccc1	/	/	8	/	12%	i	13%	0%	-3%

Bioassay records (PubChem BioAssay)
